Anesthetic bind = qHTS Assay for Identification of Novel General Anesthetics; apoferritin/1-aminoanthracene competitive binding, fluorescence; actives 0.074% (n = 350,000); Potency, µM (titrated, usually from 77.5 µM), without a hit: at the highest dose activity change, negative = displacement, hits mostly inhibitors; AID 485281, 2010; also: potency is read from the fitted curve at half-maximal effect; % is scaled to controls: 0 for no effect and ±100 for the full control effect; nearly all actives have a fitted effect of over 20% in size
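Probe: 1-aminoanthracene (50% saturated, PBS). Protein: horse-spleen apoferritin, 10 uM. Incubation: 10 min, room temperature. Detection: 380 nm excitation, 535 nm emission. Analysis: normalized response, four-parameter Hill.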
BLM helicase inh = qHTS Assay for Inhibitors of Bloom's syndrome helicase (BLM); actives 0.2% (n = 350,000); Potency, µM (series often up to 56.1 µM), for the others: top-dose activity change, negative = inhibition, hits mostly inhibitors; AID 2528, 2010; recombinant BLM DNA unwinding, fluorescence dequenching;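 also: potency is read from the fitted curve at half-maximal effect; plate controls were vehicle for no effect and no enzyme for full effect; nearly all actives have a fitted effect of over 35% in size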
POLI inh = qHTS for Inhibitors of Polymerase Iota; Pol iota fluorescent replication assay, 10 min; actives 1% (n = 390,000); Potency, µM (titrated, usually from 115 µM), without a hit: top-dose activity, negative = inhibition, actives largely listed as inhibitors; DNA polymerase iota (Homo sapiens), Q9UNA4; AID 588590, 2011; also: potency is read from the fitted curve at half-maximal effect
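Pol iota at 10 nM preincubated 15 min with compounds at room temperature; reaction started with fluorescent substrate, 50 nM final. Fluorescence read kinetically at 0 and 10 min; buffer-only wells as negative control.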
Pol kappa inh = qHTS for Inhibitors of Polymerase Kappa; actives 0.53% (n = 400,000); purified Pol kappa, fluorescent DNA synthesis assay, 10 min; Potency, µM (titrated, usually from 107 µM), inactives show at the highest dose activity, negative = inhibition, usual class: inhibitors; DNA polymerase kappa (Homo sapiens), Q9UBT6; also: potency is read from the fitted curve at half-maximal effect; % is scaled to controls: 0 for no effect and ±100 for the full control effect
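Here, compound and 10 nM enzyme are combined for 15 min at room temperature; adding 50 nM substrate (final) starts DNA synthesis, tracked by fluorescence at 0 and 10 min against buffer-only wells.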
POLB inh = qHTS Assay for Inhibitors of DNA Polymerase Beta; Potency, µM (top dose mostly 114 µM), inactives show at the highest dose activity change, negative = inhibition, usual class: inhibitors; AID 485314, 2010; actives 1.3% (n = 340,000); P06746; Pol beta primer extension/strand displacement, fluorescence kinetic; also: potency is read from the fitted curve at half-maximal effect; % is scaled to controls: 0 for no effect and ±100 for the full control effect
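Kinetic readout of DNA synthesis with strand displacement by Pol beta. Compound and 10 nM enzyme sit 15 min at room temperature; 50 nM substrate starts the reaction, read immediately and at 10 min.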
Pol eta inh = qHTS for Inhibitors of Polymerase Eta. recombinant Pol eta, fluorescent DNA replication assay. Potency, µM (doses to about 114 µM), for the others: top-dose activity change, negative = inhibition, hits mostly inhibitors. DNA polymerase eta (Homo sapiens), Q9Y253. actives 1.2% (n = 390,000); also: potency is read from the fitted curve at half-maximal effect; % is scaled to controls: 0 for no effect and ±100 for the full control effect
Target sequence (Q9Y253 whole entry, looked up): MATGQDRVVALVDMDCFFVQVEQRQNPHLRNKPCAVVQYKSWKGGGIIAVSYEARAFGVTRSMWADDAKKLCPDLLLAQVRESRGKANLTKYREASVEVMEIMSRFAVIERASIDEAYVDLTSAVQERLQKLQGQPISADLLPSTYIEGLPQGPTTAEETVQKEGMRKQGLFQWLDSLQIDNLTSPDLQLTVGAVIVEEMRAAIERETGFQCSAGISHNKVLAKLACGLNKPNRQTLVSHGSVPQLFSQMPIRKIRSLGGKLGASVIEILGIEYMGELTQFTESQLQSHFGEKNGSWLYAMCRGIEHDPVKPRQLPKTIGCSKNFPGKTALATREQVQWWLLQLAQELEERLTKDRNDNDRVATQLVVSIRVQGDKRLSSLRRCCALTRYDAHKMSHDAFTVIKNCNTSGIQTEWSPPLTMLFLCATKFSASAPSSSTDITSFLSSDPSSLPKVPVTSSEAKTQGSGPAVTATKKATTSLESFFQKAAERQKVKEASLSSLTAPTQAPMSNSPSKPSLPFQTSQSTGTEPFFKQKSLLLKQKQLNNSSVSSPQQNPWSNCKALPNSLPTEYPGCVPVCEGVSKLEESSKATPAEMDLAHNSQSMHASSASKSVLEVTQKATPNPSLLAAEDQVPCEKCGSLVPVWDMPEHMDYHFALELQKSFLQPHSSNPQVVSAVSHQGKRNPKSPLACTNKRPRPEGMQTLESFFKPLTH
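Fluorescent replication assay: 50 nM final substrate added after a 15 min room-temperature compound preincubation with 10 nM enzyme. Signal taken at 0 min and again at 10 min.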
RXFP1 antag = qHTS Assay for Antagonists of the Relaxin Receptor RXFP1; activity change, negative = inhibition, % at 57.5 µM; HEK293-RXFP1, relaxin-stimulated cAMP HTRF, 30 min; hits give low values; Relaxin receptor 1 (Homo sapiens), Q9HBX9; AID 1259400, 2018; actives 0.59% (n = 350,000);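 active = activity change of -60% or lower, but not beyond a set lower limit; inconclusive = change between -60% and -40%, or beyond the set limit; inactive = change above -40%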; also: % is scaled to controls: 0 for no effect and ±100 for the full control effect
APEX1 inh = qHTS Assay for Inhibitors of the Human Apurinic/apyrimidinic Endonuclease 1 (APE1); DNA repair nuclease/redox regulator APEX1 (Homo sapiens), P27695; recombinant APE1, TAMRA/BHQ-2 abasic DNA cleavage fluorescence; Potency, µM (highest dose often 65.8 µM), for inactives: at the top dose activity change, negative = inhibition, most hits filed as inhibitors; actives 0.35% (n = 350,000);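 also: potency is read from the fitted curve at half-maximal effect; plate controls were vehicle for no effect and reference inhibitor for full effect; nearly all actives have a fitted effect of over 55% in size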
Target sequence (P27695 whole entry, looked up): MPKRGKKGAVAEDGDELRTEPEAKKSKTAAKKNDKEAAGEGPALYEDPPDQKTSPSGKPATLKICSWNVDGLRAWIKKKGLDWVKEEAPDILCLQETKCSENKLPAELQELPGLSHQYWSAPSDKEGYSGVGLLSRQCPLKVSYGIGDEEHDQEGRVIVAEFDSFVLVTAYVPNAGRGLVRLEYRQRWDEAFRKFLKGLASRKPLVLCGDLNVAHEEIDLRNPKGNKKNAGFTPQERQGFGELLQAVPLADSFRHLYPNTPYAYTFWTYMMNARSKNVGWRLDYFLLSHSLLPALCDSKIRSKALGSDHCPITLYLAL
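Activity was derived from the fluorescence gain between first and third kinetic reads (60 s intervals, ex 525/em 598 nm) after 50 nM THF-abasic TAMRA/BHQ-2 duplex was added to 0.75 nM APE1 preincubated 15 min with compound.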
Tb PGK inh = qHTS Assay to Find Inhibitors of Phosphoglycerate Kinase | actives 0.043% (n = 380,000) | PGK/GAPDH coupled, Kinase-Glo luminescence, 60 min | AID 602233, 2012 | Phosphoglycerate kinase, glycosomal (Trypanosoma brucei brucei), P07378 | Potency, µM (series often up to 57.5 µM), for the others: top-dose activity change, negative = inhibition, actives largely listed as inhibitors; also: potency is read from the fitted curve at half-maximal effect; % is scaled to controls: 0 for no effect and ±100 for the full control effect; nearly all actives have a fitted effect of over 60% in size
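Luminescent ATP detection (Kinase-Glo Plus) follows a 60-minute room-temperature incubation, with wells lacking PGK as controls. Buffer: 100 mM TEA (pH 7.6), 5 mM MgCl2, 0.01% Tween-20. Coupling enzyme GAPDH (100 nM final) supplies unstable 1,3-BPG in-well.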
* marks the source's active call; other numbers are inactive results; i = inactive; u = inconclusive; x = not tested or not shown; [ ] = dose if it differs, or a comment. Unless noted, calls follow the shape of the dose curve; as a rule, active = well fitted curve in the direction sought with a large enough effect; inconclusive = small, poorly fitted or top-dose-only effect, or another doubt; inactive = no such curve, though single readings can be large; an effect the other way counts as inactive or inconclusive.

Start of the listing, in advance, 4 compounds:
SMILES	Anesthetic bind	BLM helicase inh	POLI inh	Pol kappa inh	POLB inh	Pol eta inh	RXFP1 antag	APEX1 inh	Tb PGK inh
CCN(CC)C(=O)CSc1nc2ncc(Cl)cc2[nH]1	-8%	-2%	33%[activator]	0%	6%	4%	-3	1%	0%
CCOC(=O)CNC(=O)C12CC3CC(CC(C3)C1)C2	u	-1%	106%[activator]	-2%	-1%	-15%	-3	3%	23%
Cc1ccc(S(=O)(=O)Nc2csc(C)c2C(=O)O)cc1	-10%	-2%	u	-44%	8.9µM*	18µM*	-21	11µM*	-20%
COc1cccc(C(=O)C2=NN(C(C)=O)CC2c2ccco2)c1 (stereo not drawn)	-5%	-3%	27%	-15%	-1%	5%	3	5%	-5%

This part in full (from the top)
SMILES	Anesthetic bind	BLM helicase inh	POLI inh	Pol kappa inh	POLB inh	Pol eta inh	RXFP1 antag	APEX1 inh	Tb PGK inh
CCN(CC)C(=O)CSc1nc2ncc(Cl)cc2[nH]1	-8%	-2%	33%[activator]	0%	6%	4%	-3	1%	0%
CCOC(=O)CNC(=O)C12CC3CC(CC(C3)C1)C2	u	-1%	106%[activator]	-2%	-1%	-15%	-3	3%	23%
Cc1ccc(S(=O)(=O)Nc2csc(C)c2C(=O)O)cc1	-10%	-2%	u	-44%	8.9µM*	18µM*	-21	11µM*	-20%
COc1cccc(C(=O)C2=NN(C(C)=O)CC2c2ccco2)c1 (stereo not drawn)	-5%	-3%	27%	-15%	-1%	5%	3	5%	-5%
O=C(CCCc1c[nH]c2ccccc12)N1CCCCCC1	u	-4%	24%	-2%	3%	-8%	5	4%	3%
O=C(CSc1ncnc2c1oc1ccccc12)N1CCc2ccccc2C1	-9%	1%	x	x	25%	x	x	1%	x
Cn1c(=O)c2c(ncn2CC(=O)Nc2nc(-c3ccccc3Cl)cs2)n(C)c1=O	-9%	-3%	-10%	-13%	-14%	-3%	12	7%	i
CC(C)c1ccccc1OCC(O)CN1CCN(S(=O)(=O)c2ccc([N+](=O)[O-])cc2)CC1 (stereo not drawn)	u	-19%	-12%	-10%	0%	-6%	0	-16%	7%
COc1ccc(CSc2nnnn2Cc2ccccc2)cc1OC	-19%	-5%	-2%	-15%	16%	-1%	-3	16%	-2%
CCc1ccccc1NC(=O)Cn1c(=O)n(C(C)C)c(=O)c2oc3ccccc3c21	-11%	0%	7%	-13%	0%	-1%	-2	x	-2%
CSc1nc(O)c(Nc2cccc(Cl)c2)c(=O)[nH]1	-11%	-1%	3%	-1%	42%	-19%	-4	0%	i
CS(=O)(=O)N1CCN(c2ccccc2NC(=O)Cc2ccc(Cl)cc2)CC1	-6%	-1%	3%	-3%	0%	-7%	-1	5%	-4%
Cn1c(SCC2CCCCC2)nnc1-c1ccncc1	-14%	1%	5%	1%	7%	-2%	0	-1%	-8%
Nc1cc2nsnc2cc1Br	85%[activator]	4µM*	3.5µM*	-19%	u	3.5µM*	x	u	-19%
O=C(Oc1cccnc1)c1cc2ccccc2oc1=O	1%	0%	-7%	2%	u	-5%	-9	12%	-1%
CC1(C)Cc2c(sc(NC(=O)COc3ccc(Cl)cc3Cl)c2C(N)=O)C(C)(C)N1	-12%	4%	24%	-2%	7%	17%	1	-2%	-6%
O=C(CSc1nc(O)cc(=O)n1-c1ccccc1)NCc1ccccc1	-7%	-6%	40µM*	-26%	3%	-5%	-38	-2%	0%
O=C(C1=NN[C@@H]2C(=O)N(Cc3ccccc3)C(=O)[C@H]12)c1ccc([N+](=O)[O-])cc1	-3%	-10%	2%	-11%	-12%	-6%	-10	-1%	i
Cc1ccc(N2C(=O)c3ccccc3C2=O)nc1	4%	-3%	-25%	3%	-2%	7%	4	9%	x
CCOc1ccc(-n2c(SCc3ccc([N+](=O)[O-])cc3)nnc2-c2ccc(OC)cc2)cc1	u	-7%	6%	-14%	2%	-10%	14	7%	-1%
CCNc1c(NC(=O)COc2ccc(Cl)cc2)c(=O)oc2ccccc12	-5%	-1%	27%	4%	27%	-18%	9	4%	i
O=C1/C(=C\c2ccco2)SC(=S)N1c1ccccc1	-19%	-1%	u	-25%	28µM*	u	-16	22µM*	i
COc1ccc(C2=NOC(C(=O)Nc3ccc4c(c3)OCCO4)C2)c(OC)c1 (stereo not drawn)	-16%	-2%	21%	5%	-2%	-7%	-11	59%	9%
CC1(C)Cc2nc3sc4c(NCCO)ncnc4c3cc2CS1	-20%	1%	-1%	-11%	31%	42%[activator]	8	-6%	-3%
CC(C)c1nc2ccccn2c1NC1CCCCC1	-14%	-1%	-4%	-7%	7%	2%	7	1%	-5%

The list continues:
SMILES	Anesthetic bind	BLM helicase inh	POLI inh	Pol kappa inh	POLB inh	Pol eta inh	RXFP1 antag	APEX1 inh	Tb PGK inh
O=C(CN1C(=O)c2ccccc2C1=O)NCCc1c[nH]c2ccc(Cl)cc12	-1%	-6%	-11%	9%	5%	-10%	-1	1%	-10%
O=C(NC1CCN(C(=O)NC2CCCCC2)CC1)c1cccc(F)c1	5%	-4%	36%[activator]	7%	34%	-4%	4	27%	-9%
CN(C)S(=O)(=O)Nc1cc(Cl)cc(Cl)c1	u	-3%	83%[activator]	1%	36%	-17%	-10	9%	1%
Cc1ccc(OCC(=O)Nc2ccccc2C(=O)OCc2cc(=O)n3ccsc3n2)cc1C	-11%	-4%	-20%	-4%[60.1 µM]	-1%	2%	-16	x	0%
CCN(CC)S(=O)(=O)c1ccc(N2CCCC2)c(NC(=O)c2ccc(OC)cc2OC)c1	-9%	2%	18%	-1%	4%	-19%	16	-10%	-7%
N#Cc1ccc(OCC(=O)N2CCc3ccccc32)cc1	x	x	22%	-1%	x	-5%	1	-4%	6%
COc1ccc(N2CCN(Cc3nnc(-c4cccc(Br)c4)o3)CC2)cc1	-2%	-3%	19%	21%	2%	-23%	6	x	-8%
Cc1c(Cl)cccc1NC(=O)CCC(=O)NNC(=O)c1ccccc1	-11%	2%	15%	-15%	-2%	-9%	14	1%	-9%
Cc1cccc(N2C(=O)CS/C2=N\NC(=O)c2ccc(Br)cc2)c1C	-7%	1%	u	-5%	-22%	-11%	9	11%	-13%
CCN1C(=O)/C(=C/c2cccs2)SC1=Nc1ccc(OC)cc1	-14%	1%	11%	-7%	13%	-17%	5	-1%	-9%
O=S(=O)(NCC1CCCO1)c1cnc(Cl)c(Br)c1 (stereo not drawn)	1%	-2%	24%	-4%	45%	-18%	x	6%	-7%
CCN(CC)C(=O)C(=O)Nc1ccc(OC)c(Cl)c1	-13%	-1%	89%[activator]	-8%	-24%	-17%	-11	5%	4%
O=C(NCc1ccccc1Cl)C1CCC(CNc2c(N3CCCCC3)c(=O)c2=O)CC1 (stereo not drawn)	-13%	1%	-15%	-14%	1%	-7%	x	3%	8%
COc1ccccc1C(=O)Nc1cccc(C(=O)OCc2cc(=O)n3nc(C)sc3n2)c1	4%	-1%	1%	-14%[60.1 µM]	-1%	-3%	4	x	-3%
Cc1ccc(N2C(=O)NC(NC(=O)C3CC3)(C(F)(F)F)C2=O)cc1 (stereo not drawn)	-1%	4%	7%	-2%	7%	-14%	x	4%	5%
CC(OC(=O)CC1CCCC1)C(=O)Nc1ccc(Cl)cn1 (stereo not drawn)	x	x	18%	-7%	x	4%	-19	-12%	-4%
Cc1csc(NC(=O)C2CCN(S(=O)(=O)c3cccs3)CC2)n1	-6%	-2%	36%[activator]	-5%	0%	-7%	6	4%	-11%
CN(C(=O)COC(=O)c1c2c(nc3ccccc13)/C(=C/c1cccc([N+](=O)[O-])c1)CCC2)C1CCS(=O)(=O)C1 (stereo not drawn)	-4%	-2%	-18%	-9%	11%	-9%	-14	-9%	-4%
CS(=O)(=O)c1ccc(Cl)c(NC(=O)COC(=O)CNC(=O)c2cccs2)c1	x	x	-9%	-3%	x	-10%	-10	37%	-1%
COc1ccc(C(=O)Nc2cc(C)on2)cc1S(=O)(=O)N1CC(c2ccccc2)CC1=O (stereo not drawn)	-18%	1%	10%	-8%	u	-3%	-17	-1%	-3%
CCS(=O)(=O)N1CCN(C(=O)c2ccccc2[N+](=O)[O-])CC1	-2%	1%	32%[activator]	0%	47%	-17%	-7	-4%	-10%
CCCCCCOc1ccc(C2C(=O)N(C3CCCCC3)CC(=O)N2CCC)cc1 (stereo not drawn)	47%[activator]	-12%	18%	-15%[60.1 µM]	-14%	-23%	-69*	x	-6%
Cc1ccc(S(=O)(=O)n2cnc3ccccc32)c(C)c1	-20%	-11%	-1%	-2%	-1%	-7%	9	10%	-5%
CCOc1ccc2nc(NC(=O)/C=C/c3ccc4c(c3)OCO4)sc2c1	1%	1%	6%	-8%	2%	-1%	1	-4%	-9%
COc1ccc(N/C=C(\C#N)c2ccc(OCCCF)cc2)cc1	10%	-5%	57%[activator]	-8%	-1%	-13%	-2	-2%	-8%
COc1ccc(C2CC(c3ccc(Cl)c(Cl)c3)Nc3nc(N)nn32)cc1 (stereo not drawn)	-3%	-3%	-2%	-4%	15%	-8%	-2	2%	2%
CCc1nc(SCC(=O)Nc2cccc(C(F)(F)F)c2)c2c(=O)n(C)c(=O)n(C)c2n1	u	2%	20%	1%	-1%	-19%	3	-2%	i
CCOC(=O)N(Cc1ccccc1)Cc1ccc(C(=O)N[C@@H](Cc2ccccc2)C(=O)O)cc1	x	x	-15%[58.9 µM]	-14%	x	-22%	0	x	-6%
CSc1ncccc1C(=O)N1CCN(C(=O)c2ccccc2)CC1	21%	2%	-3%	-4%	-18%	8%	-6	51%[activator]	-6%
O=[N+]([O-])c1cccc2c(N3CCOCC3)ccnc12	-11%	-5%	28%	-1%	26%	-8%	2	7%	-6%

High-throughput results (PubChem)

These rows are one share of the data; count on the stated rates, not on these rows.
